# Assay outcomes (PubChem BioAssay)
# GALK inh = qHTS Assay for Inhibitors of Human Galactokinase (GALK); P51570; Purified GALK, Kinase-Glo residual ATP luminescence; Potency, µM (series often up to 57.5 µM), without a hit: at the highest dose activity change, negative = inhibition, usual class: inhibitors; 0.007% of 270,000 active; also: potency is read from the fitted curve at half-maximal effect; % is scaled to controls: 0 for no effect and ±100 for the full control effect
# Target sequence (P51570 whole entry, looked up): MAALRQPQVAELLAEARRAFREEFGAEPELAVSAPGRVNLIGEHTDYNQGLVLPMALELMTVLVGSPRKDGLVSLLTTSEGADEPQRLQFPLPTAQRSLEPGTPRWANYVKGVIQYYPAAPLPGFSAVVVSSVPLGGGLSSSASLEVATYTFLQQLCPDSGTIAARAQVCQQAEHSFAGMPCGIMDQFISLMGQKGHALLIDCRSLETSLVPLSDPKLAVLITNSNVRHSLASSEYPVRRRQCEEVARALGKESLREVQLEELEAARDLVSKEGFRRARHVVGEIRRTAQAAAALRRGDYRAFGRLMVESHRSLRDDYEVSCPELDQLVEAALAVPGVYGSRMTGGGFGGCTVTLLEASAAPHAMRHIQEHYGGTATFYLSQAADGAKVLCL
#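 5 nM enzyme, 35 uM ATP, 100 uM galactose, 20 mM HEPES pH8.0, 5 mM MgCl2; 1 h RT; residual ATP by Kinase-Glo Plus luminescence, qHTS format.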
# B2AR arrestin = qHTS assay of beta-arrestin-biased ligands of beta2-adrenergic receptor; beta-arrestin recruitment to beta2AR, cell-based reporter; Potency, µM (titrated, usually from 46.1 µM), without a hit: top-dose activation, actives largely listed as activators; 0.02% of 330,000 active; AID 492947, 2010;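 also: potency is read from the fitted curve at half-maximal effect; 0% = DMSO controls and full agonism = EC100 isoproterenol or metaproterenol; nearly all actives have a fitted effect of over 65% in size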
# Giardia killer = Small Molecules that selectively kill Giardia lamblia: qHTS. Giardia lamblia trophozoite viability. activity change, % at 7.66 µM, hits read low. 0.15% of 340,000 active. AID 540267, 2011; in the data active = activity change below about -80%; inconclusive = between about -30% and that limit;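 also: parasites exposed to compound for two days anaerobically before the ATP read; % is scaled to controls: 0 for no effect and ±100 for the full control effect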
#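 Luminescence from cellular ATP indicates surviving trophozoites (100 cells/well) following 48 hrs anaerobic compound treatment at 37 deg C; signal develops 15-30 min at room temperature.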
# Integrin act MD = qHTS for Activators of Integrin-Mediated Alleviation for Muscular Dystrophy; alpha7betagal myoblasts, beta-gal FDG fluorescence, 48 h; Potency, µM (series often up to 38.3 µM), for the others: at the highest dose activation, hits mostly activators; 0.064% of 350,000 active;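 also: potency is read from the fitted curve at half-maximal effect; 100% = response of the positive control SU9516; nearly all actives have a fitted effect of over 60% in size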
#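 alpha7betagal+/- myoblasts (passage 13, 250/well) treated 48 h at 37C with compounds at 1:260 dilution of DMSO stock. Lysed, then beta-galactosidase activity read as FDG fluorescence (ex 480/em 540) after 30 min, with pre-read for autofluorescence.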
# FBPA coupling cs = qHTS Assay for Inhibitors of Fructose-1,6-bisphosphate Aldolase from Giardia Lamblia: Coupling assay counterscreen; coupling enzyme system counterscreen, AmpLite Red fluorescence; activity change, negative = inhibition, % at 58.2 µM, hits read low; 0.67% of 290,000 active; in the data active = activity change below about -30%; also: % is scaled to controls: 0 for no effect and ±100 for the full control effect
#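 Counterscreen lacking aldolase: glyceraldehyde-3-phosphate coupling-enzyme reagent preincubated 10 min at RT with compound (at 57.5 uM final), then substrate/coupling system with AmpLite Red added; fluorescence read at 525/598 nm after 20 min RT.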
# Menin-MLL TR inh = qHTS Assay for Inhibitors Targeting the Menin-MLL Interaction in MLL Related Leukemias: Competition With Texas Red Labeled MLL-derived Mutant Peptide | O00255 | Menin + Texas Red MLL mutant peptide, fluorescence polarization | Potency, µM (highest dose often 61.6 µM), for the others: top-dose FP activity change, negative = inhibition, hits mostly inhibitors | 0.23% of 270,000 active | AID 1768, 2009; active = well fitted inhibition curve with a large enough effect in the polarisation, with a control signal flat, not every such curve was filed as active; inconclusive = small, poorly fitted or top-dose-only effect, or effect the other way, or a change in a side signal; inactive = no such curve, though single readings can be large or run the other way; the % refers to the polarisation; also: potency is read from the fitted curve at half-maximal effect; % of control where 0% means no effect; many of its hits are not listed in these tables
# Target sequence (O00255 whole entry, looked up): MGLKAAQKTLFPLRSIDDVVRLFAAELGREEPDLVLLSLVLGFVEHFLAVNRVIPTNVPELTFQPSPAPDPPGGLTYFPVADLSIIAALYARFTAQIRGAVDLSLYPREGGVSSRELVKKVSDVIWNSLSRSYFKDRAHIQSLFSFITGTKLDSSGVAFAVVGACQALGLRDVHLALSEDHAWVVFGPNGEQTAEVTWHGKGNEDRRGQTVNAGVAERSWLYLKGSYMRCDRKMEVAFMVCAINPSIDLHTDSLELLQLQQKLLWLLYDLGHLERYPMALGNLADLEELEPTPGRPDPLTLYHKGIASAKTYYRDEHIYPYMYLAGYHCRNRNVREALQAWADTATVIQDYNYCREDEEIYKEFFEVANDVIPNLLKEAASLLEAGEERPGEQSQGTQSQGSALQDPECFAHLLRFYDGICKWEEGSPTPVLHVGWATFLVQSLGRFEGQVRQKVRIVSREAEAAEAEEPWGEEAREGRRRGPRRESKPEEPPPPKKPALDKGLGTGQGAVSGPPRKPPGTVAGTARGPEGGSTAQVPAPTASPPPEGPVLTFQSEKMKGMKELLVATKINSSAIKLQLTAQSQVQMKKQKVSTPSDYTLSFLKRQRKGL
# S-ASM inh = Inhibitors of Secretory Acid Sphingomyelinase (S-ASM): qHTS; Sphingomyelin phosphodiesterase (Homo sapiens), P17405; placental ASM, HMU-PC fluorogenic substrate, 60 min; Potency, µM (doses to about 57.5 µM), inactives show at the highest dose activity change, negative = inhibition, actives largely listed as inhibitors; 0.006% of 340,000 active; AID 504937, 2011; also: potency is read from the fitted curve at half-maximal effect
#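 Steps: dispense placental human ASM, pin compound, wait 10 min at room temperature, add HMU-PC0 substrate at 9 uM final, incubate 60 min at 37 °C, add stop solution raising pH to 10, read fluorescence.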
# Tb PFK block = qHTS Assay to Find Inhibitors of T. brucei phosphofructokinase; ATP-dependent 6-phosphofructokinase (Trypanosoma brucei brucei), O15648; T. brucei PFK, ADP-Glo luminescence; Potency, µM (titrated, usually from 57.5 µM), inactives show top-dose activity, negative = inhibition, usual class: inhibitors; 0.17% of 330,000 active;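 also: potency is read from the fitted curve at half-maximal effect; 0% = uninhibited 1x PFK enzyme wells and -100% = no-enzyme wells; nearly all actives have a fitted effect of over 60% in size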
#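 Activity is normalized to no-enzyme wells (full inhibition) and 1.25 nM enzyme wells (no inhibition). Reaction: 0.5 mM F6P, 0.1 mM ATP, 45 min RT, ADP-Glo luminescence; concentration-response curves fitted and classed by quality.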
# BCR signal inh = qHTS Assay to Find Inhibitors of Chronic Active B-Cell Receptor Signaling; Potency, µM (series often up to 46.1 µM), for inactives: top-dose ratio change, negative = lower green/red ratio, most hits filed as inhibitors; 0.05% of 340,000 active; ABC-DLBCL IkBa-CBG/CBR reporter, luminescence ratio, 4 h; active = well fitted inhibition curve with a large enough effect in the signal ratio, with a control signal flat, not every such curve was filed as active; inconclusive = small, poorly fitted or top-dose-only effect, or effect the other way, or a change in a side signal; the % refers to the signal ratio;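 also: potency is read from the fitted curve at half-maximal effect; plate controls were basal doxycycline-induced cells for no effect and cells given 10 µM MG132 for full effect; MG132 reads +100%, hits lower the ratio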
#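 TMD8 human ABC-DLBCL cells with doxycycline-inducible IκBα–green luciferase fusion and unfused red luciferase, in 0.5% FBS medium; compounds up to 46 uM, 4 h at 37C. Green/red luminescence ratio, filter-overlap corrected, fitted to concentration-response curves.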
# PKM2 act = qHTS Assay for Activators of Human Muscle isoform 2 Pyruvate Kinase; Pyruvate kinase PKM (Homo sapiens), P14618; AID 1631, 2009; 0.34% of 260,000 active; Potency, µM (series often up to 57.5 µM), for the others: at the highest dose activation, actives largely listed as activators; purified PKM2, Kinase-Glo ATP luminescence, activation; response scale: 0% is enzyme alone, no compound; also: potency is read from the fitted curve at half-maximal effect; % is scaled to controls: 0 for no effect and ±100 for the full control effect; nearly all actives have a fitted effect of over 55% in size
#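 Purified hPK-M2 (>95%) run at intermediate activity with 0.1 mM ADP and 0.5 mM PEP in 50 mM imidazole pH 7.2, KCl, MgCl2; 1 h room temperature. ATP formed read by Kinase-Glo luminescence; normalized to uninhibited and no-enzyme controls.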
# PTAP TSG101 blk = qHTS Assay for Iinhibitors of HIV-1 Budding by Blocking the Interaction of PTAP/TSG101; Tumor susceptibility gene 101 protein (Homo sapiens), Q99816; Fluorescence polarization, FITC-PTAP peptide / Tsg101 binding; Potency, µM (titrated, usually from 115 µM), inactives show at the highest dose activity change, negative = inhibition, hits mostly inhibitors; 340,000 tested, under 10 active; AID 493005, 2010; active = well fitted inhibition curve with a large enough effect in the main read-out, with a control signal flat, not every such curve was filed as active; inconclusive = small, poorly fitted or top-dose-only effect, or effect the other way, or a change in a side signal; inactive = no such curve, though single readings can be large or run the other way; also: potency is read from the fitted curve at half-maximal effect; % of control where 0% means no effect
#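 FP read-out: FITC-PTAP peptide, 50 nM final, binding Tsg101 binding domain, 10 uM final; 20 min, r.t.; 10 mM HEPES pH 7.5, 0.15 M NaCl, 0.01% Tween 20, 3 mM EDTA, 0.1 mM TCEP.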
# * marks the source's active call; other numbers are inactive results; ? = inconclusive; . = not tested or not shown; [ ] = dose if it differs, or a comment. Unless noted, calls follow the shape of the dose curve; as a rule, active = well fitted curve in the direction sought with a large enough effect; inconclusive = small, poorly fitted or top-dose-only effect, or another doubt; inactive = no such curve, though single readings can be large; an effect the other way counts as inactive or inconclusive. An excerpt (hit frequency here may not be typical).
mol | FBPA coupling cs | Tb PFK block | GALK inh | Giardia killer | PTAP TSG101 blk | PKM2 act | BCR signal inh | S-ASM inh | B2AR arrestin | Integrin act MD | Menin-MLL TR inh
Cc1ccc(NC(=O)Cc2noc3ccccc23)cc1 | -2 | -4% | -2% | 10 | -8% | 5% | 15% | 1% | 0.1% | 1% | 29%
S=C(NCc1ccncc1)Nc1ccc(Br)cc1 | -4 | -25% | 2% | -3 | 5% | -7% | -1% | -3% | -0.1% | -18% | 16%
COC(=O)c1sccc1NC(=O)CSc1cccc(Cl)c1Cl | -7 | 1% | -2% | 1 | -6% | 6% | ? | -13% | -0.1% | 36% | 1%
CC(C)c1ccc(NC(=O)CN2C(=O)NC(Cc3c[nH]c4ccccc34)C2=O)cc1 (stereo not given) | . | -5% | . | -22 | 47%[activator] | . | -5% | -10% | -0.2% | 2% | .
Cc1ccccc1CNS(=O)(=O)c1ccc2c(c1)OCCO2 | 1 | 0% | 1% | 8 | 0% | 17% | -14% | -1% | -0.1% | 17% | 1%
CCOC(=O)N1CCN(C(=O)CSCC(=O)Nc2nc(-c3ccc(-c4ccccc4)cc3)cs2)CC1 | 1 | -6% | -1% | -1 | -2% | 11% | ? | -12% | -0.9% | -65%[inhibitor] | 0%
CCOc1ccc(/C=C/C(O)=C2/C(=O)N(C)C3(C)CC2c2ccccc2O3)cc1OC (stereo not given) | -7 | -6% | 0% | 4 | -2% | -3% | -30% | 223%[activator] | 0.2% | -28% | ?
CCC1=NN(C(=O)c2ccc(C)cc2)C(O)(c2ccc(Br)cc2)C1 (stereo not given) | 4 | 9% | 0% | 10 | 0% | 5% | ? | -4% | 0.3% | -8% | -5%
CC(=O)Oc1ccc(C(=O)Nc2cccc(C(=O)c3cccc(NC(=O)c4ccc(OC(C)=O)cc4)c3)c2)cc1 | 1 | -17% | . | 18 | -1% | ? | ? | -3% | 3.2% | 7% | 13%
CCc1ccccc1NC(=O)c1sc2nc(C)cc(C)c2c1N | -3 | -1% | 0% | 6 | -10% | 1% | -1% | . | -0.7% | -23% | 7%
N#CCCn1cc(/C=N/NC(N)=S)c(-c2ccc(Br)cc2)n1 | 0 | 0% | 6% | -4 | 0% | 22% | ? | -7% | 2.7% | 0% | ?
COc1ccccc1C=NNC(=O)c1ccccc1OCCOc1ccccc1 | . | 0% | . | 29 | -6% | . | ? | -4% | -0.5% | -31% | .
CCN1C(=O)S/C(=C/c2ccsc2)C1=O | 4 | -2% | -1% | -4 | -8% | 0% | -8% | 0% | -0.1% | -14% | 0%
COCc1nnc(NC(=O)c2ccc(Cl)cc2[N+](=O)[O-])s1 | 2 | 0% | -2% | ? | 1% | -4% | 0% | 7% | -0.6% | 25% | 14%
Cc1csc(NC(=O)Cc2ccccc2Cl)n1 | 0 | -1% | 5% | 9 | -5% | -1% | 6% | -2% | 0.4% | -20% | -8%
CCCn1c(SCC(=O)c2ccc(OC)c(OC)c2)nc2c1c(=O)n(C)c(=O)n2C | -2 | -7% | -1% | 6 | 3% | -19% | -8% | 15% | 0.2% | -7% | 1%
Cc1onc(-c2ccccc2)c1C(=O)OCC(=O)N(C)c1ccccc1 | . | 3% | . | -8 | -3% | . | 0% | -1% | -2.2% | 5% | .
Cc1ccc(-c2nc(C3CCN(S(=O)(=O)c4ccc(C(F)(F)F)cc4)CC3)no2)cc1 | 2 | -3% | 1% | 20 | -1% | 2% | 2% | -2% | -1.9% | -14% | ?
COc1ccc(C2=CC(=O)C[C@H](c3ccc(OC)c(OC)c3)C2)cc1 | . | 1% | . | -9 | -5% | . | ? | -2% | 0.0% | -14% | .
CCCN1C(=O)c2cc(C(=O)Nc3ccccc3CC)ccc2C1O (stereo not given) | -1 | -5% | 2% | 2 | -6% | 0% | -7% | 2% | -0.3% | 20% | -13%
COC(=O)c1ccccc1NC(=O)Cn1cnc2c(cnn2-c2ccccc2)c1=O | 1 | -1% | 2% | -7 | -16% | 3% | 3% | 18% | -0.7% | -6%[7.66 µM] | -2%
COc1ccccc1OCCn1cc(/C=C(\C#N)C(=O)NCc2cccs2)c2ccccc21 | 0 | 0% | 2% | -17 | -5% | 1% | ? | 2% | 0.7% | -8% | -16%
CCN(C[C@H]1N[C@@](Cc2ccccc2)(C(=O)OC)[C@H]2C(=O)N(Cc3ccccc3)C(=O)[C@@H]12)C(=O)Nc1ccc(F)cc1 | . | 1% | . | 13 | -7% | . | ? | -3% | -0.2% | -7% | .
C/C(CC(=O)Nc1ccccn1)=N\NC(=O)c1ccc([N+](=O)[O-])cc1Cl | 3 | 3% | 6% | 10 | -1% | 11% | -17% | 1% | -0.1% | -28% | 15%
COc1ccc(C2CC(c3cccs3)=NN2C(=O)CSc2nc3c(cnn3-c3ccccc3)c(=O)[nH]2)cc1 (stereo not given) | 6 | -1% | . | 5 | 0% | 2% | 8% | ? | 3.2% | -16% | -3%
Cc1cccc2c1NC(C)CC2C (stereo not given) | 2 | 2% | -3% | 16 | -3% | 0% | 3% | -1% | -0.1% | -36%[inhibitor] | 25µM*
CC1(C)CC(=O)C/C(=N\NC(=O)C2C3CCCCC32)C1 (stereo not given) | 3 | 0% | 1% | 3 | 0% | 1% | 1% | 3% | -0.1% | -3% | -1%
O=C(Cn1cnc2ccccc21)c1ccc(Br)cc1 | 1 | -3% | -3% | 11 | -2% | -2% | ? | -3% | 0.2% | 1% | 13%
CCOc1cc(C(=S)N2CCCCC2)ccc1OS(=O)(=O)c1ccc(Cl)cc1 | 3 | -1% | 1% | 0 | -8% | 2% | 2% | -2% | -1.2% | -11% | 13%
Cc1sc(NC(=O)c2cccc([N+](=O)[O-])c2)c(C(N)=O)c1-c1ccc(C(C)(C)C)cc1 | 2 | 4% | 4% | -8 | -5% | -7% | -2% | 0% | -1.2% | 6% | -4%
CCOC(=O)CNc1ccc2c(c1)OCO2 | -38* | 1% | -4% | 8 | -17% | -9% | 2% | 8% | -0.7% | 17% | -4%
COc1cccc(N2CCN(C(=O)c3cccc(NC4=NC5CS(=O)(=O)CC5S4)c3)CC2)c1 (stereo not given) | 1 | -2% | . | 16 | 1% | -13% | 9% | 5% | -0.7% | 6% | -10%
CC(C)(C)OC(=O)N1CCC(CC2CC(c3ccccc3)=NO2)(C(=O)NCc2ccccc2)CC1 (stereo not given) | . | 2% | . | 2 | -8% | . | 0% | -4% | -0.1% | -31% | .
COc1cc(C(=S)N2CCOCC2)ccc1OC(=O)c1ccccc1 | -1 | -7% | -3% | 1 | -5% | -4% | 0% | -1% | -0.5% | -7% | -10%
CCOC(=O)c1cc(C#N)c(=S)[nH]c1C | 6 | -15% | 0% | -2 | -6% | -6% | ? | 1% | -0.2% | ? | ?
COc1ccc(N2CCN(C(=O)C3CCCN(S(=O)(=O)c4ccc(F)cc4)C3)CC2)cc1 (stereo not given) | . | 2% | 0% | 8 | -1% | 1% | -9% | 0% | -0.7% | 4% | .
O=[N+]([O-])c1ccccc1Oc1ccc(S(=O)(=O)N2CCOCC2)cc1 | . | 0% | . | 3 | 0% | . | -12% | -5% | -0.3% | 30% | .

# Whole records, looked up by structure. Order of screens: FBPA coupling cs	Tb PFK block	GALK inh	Giardia killer	PTAP TSG101 blk	PKM2 act	BCR signal inh	S-ASM inh	B2AR arrestin	Integrin act MD	Menin-MLL TR inh
# COC(=O)c1sccc1NC(=O)CSc1cccc(Cl)c1Cl in the list: -7	1%	-2%	1	-6%	6%	?	-13%	-0.1%	36%	1%
# COCc1nnc(NC(=O)c2ccc(Cl)cc2[N+](=O)[O-])s1 in the list: 2	0%	-2%	?	1%	-4%	0%	7%	-0.6%	25%	14%
